PHOSPHO1 inh = blocks human PHOSPHO1 phosphatase activity | Q8TCT1 | recombinant PHOSPHO1, absorbance phosphatase assay | inhibition, % at 13.3 µM | hit rate 1.1% among 290,000 | AID 1565; in the data active = inhibition above about 60%
FID counter = displaces DNA intercalator in HCV helicase counter-screen | DNA fluorescent intercalator displacement, fluorescence | inhibition, % at 7.9 µM | hit rate 0.17% among 290,000; in the data active = inhibition above about 37%;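 also: 0% = vehicle and 100% = reference compound; higher means more ethidium bromide displaced from hairpin DNA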
HCV NS3 hel inh = inhibitors of Hepatitis C virus NS3 helicase | NS3 helicase DNA unwinding, Cy5 molecular beacon fluorescence | inhibition, % at 10.9 µM | hit rate 0.56% among 290,000 | AID 1800;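 active = inhibition above the mean of all tested compounds plus 3 SD, set per campaign, cut at about 35% in these data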;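 also: 0% = DMSO wells and 100% = thioflavine S control wells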
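assay system = NS3 helicase fragment of HCV | buffer or medium = MOPS pH 6.5, MgCl2, DTT, Tween20, BSA | timing = 60 min unwinding reaction at 25 °C after ATP addition | signal = Cy5 beacon fluorescence read at start and 1 h | read-out basis = % inhibition of unwinding | control set = low DMSO, high thioflavine S at 110 µM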
IDE act = IDE (human) activation, cell-based; AID 493087; activation, % at 5.96 µM; HEK cells, FAbeta-B cleavage, fluorescence polarization; 0% vehicle, 100% cell-free pure enzyme wells; P14735; hit rate 0.073% among 340,000;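 active = activation above the mean of all tested compounds plus 3 SD, set per screening campaign, cut at about 17% in these data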
SUMO HTRF inh = blocks human SUMOylation mediated by UBC9 | P63279 | HTRF SUMOylation assay, SAE1/SAE2 + UBC9, in vitro | inhibition, % at 35 µM | hit rate 0.36% among 290,000 | AID 2006; in the data active = inhibition above about 50%, passing the limit was not always enough; also: strong numbers were not always called active
IMP-1 inh = inhibitors of Pseudomonas aeruginosa IMP-1 metallo-beta-lactamase; purified IMP-1, nitrocefin hydrolysis, epi-absorbance fluorescence; inhibition, % at 5.6 µM; hit rate 0.45% among 290,000;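 active = inhibition above the mean plus 3 SD of all compounds in the same screening run, cut at about 4.5% in these data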;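 also: 0% = IMP-1 with DMSO and 100% = DMSO wells lacking enzyme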
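assay system = purified recombinant IMP-1 metallo-beta-lactamase enzyme | schedule = 15 min preincubation plus 25 min reaction at 25 °C | signal = Epi-absorbance fluorescence, 480 nm excitation, 530 nm emission | read-out basis = percent inhibition from optical density relative to buffer-blank wells | controls = IMP-1 with DMSO as 0%, enzyme-free DMSO as 100%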
MEKK3 PB1 HTS = MEKK3-MEK5 PB1 interaction, increase or decrease. bead-based flow cytometry, Alexa488-MEK5 binding to MEKK3; actives lie on both sides; 0 = blocked by unlabeled MEK5, 100 = vehicle. Q99759. binding response (% of control), % at 10 µM. hit rate 1.4% among 290,000;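 active = binding response more than 3 SD above or below the average of its plate-row segment, actives on both sides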;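 also: Alexa488 bead fluorescence after subtracting the streptavidin-only scavenger bead signal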
p-CIP stab down = p/CIP protein destabilization. F442A p/CIP-EGFP cells, EGFP fluorescence, 16 h. decrease of EGFP signal, % at 10 µM. hit rate 0.01% among 290,000. AID 1984;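 active = EGFP signal decrease of at least 30% at 10 µM or well 3 SD below plate mean, unless failing retest; inactive = the rest, including hits failing retest or dose response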; also: some compounds called inactive have numbers as strong as hits; many of its hits are not listed in these tables
Target sequence (Q05BA5 1-1403): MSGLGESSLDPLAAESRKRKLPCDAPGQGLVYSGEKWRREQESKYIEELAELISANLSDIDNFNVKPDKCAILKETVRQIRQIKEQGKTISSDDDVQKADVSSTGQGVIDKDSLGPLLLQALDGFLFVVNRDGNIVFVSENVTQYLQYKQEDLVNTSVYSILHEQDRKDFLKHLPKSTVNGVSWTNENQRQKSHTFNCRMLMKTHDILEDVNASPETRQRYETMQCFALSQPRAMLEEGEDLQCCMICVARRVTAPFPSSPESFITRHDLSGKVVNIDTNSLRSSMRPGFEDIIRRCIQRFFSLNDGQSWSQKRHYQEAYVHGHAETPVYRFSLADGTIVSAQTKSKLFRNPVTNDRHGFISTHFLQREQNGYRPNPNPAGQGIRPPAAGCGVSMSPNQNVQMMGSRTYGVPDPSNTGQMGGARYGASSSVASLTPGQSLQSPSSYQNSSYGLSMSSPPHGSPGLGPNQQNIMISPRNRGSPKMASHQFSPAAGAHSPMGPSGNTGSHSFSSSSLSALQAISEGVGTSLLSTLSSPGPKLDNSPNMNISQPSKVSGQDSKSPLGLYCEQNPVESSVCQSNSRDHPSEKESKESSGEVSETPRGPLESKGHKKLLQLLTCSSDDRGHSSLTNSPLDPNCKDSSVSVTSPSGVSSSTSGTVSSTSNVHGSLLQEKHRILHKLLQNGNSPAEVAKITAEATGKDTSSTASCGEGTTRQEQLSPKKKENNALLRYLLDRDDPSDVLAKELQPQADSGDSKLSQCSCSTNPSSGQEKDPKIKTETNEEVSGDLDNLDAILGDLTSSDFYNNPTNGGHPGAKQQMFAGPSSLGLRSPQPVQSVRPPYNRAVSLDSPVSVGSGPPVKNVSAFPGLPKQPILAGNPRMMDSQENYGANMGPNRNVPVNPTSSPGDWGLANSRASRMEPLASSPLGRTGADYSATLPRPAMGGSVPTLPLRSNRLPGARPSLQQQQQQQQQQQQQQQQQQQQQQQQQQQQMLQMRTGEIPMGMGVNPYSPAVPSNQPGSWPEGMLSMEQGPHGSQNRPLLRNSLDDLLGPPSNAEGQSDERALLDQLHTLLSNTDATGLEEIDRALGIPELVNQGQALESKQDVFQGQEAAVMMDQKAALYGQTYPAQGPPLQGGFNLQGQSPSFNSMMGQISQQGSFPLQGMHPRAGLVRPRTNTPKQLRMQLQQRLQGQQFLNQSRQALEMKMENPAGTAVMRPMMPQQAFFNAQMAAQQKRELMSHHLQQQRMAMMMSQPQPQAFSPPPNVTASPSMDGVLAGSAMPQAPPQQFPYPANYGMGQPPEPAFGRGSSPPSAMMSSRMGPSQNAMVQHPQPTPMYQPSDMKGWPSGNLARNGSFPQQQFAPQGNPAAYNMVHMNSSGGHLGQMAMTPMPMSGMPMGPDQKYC
VIM-2 inhibitor = inhibitors of Pseudomonas aeruginosa VIM-2 metallo-beta-lactamase; hit rate 0.89% among 290,000; purified VIM-2, nitrocefin hydrolysis, epi-absorbance fluorescence; inhibition, % at 5.6 µM;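 active = inhibition above the mean of all tested compounds plus 3 SD, cutoff set per screening run, cut at about 7.5% in these data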;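 also: red hydrolysis product quenches plate fluorescence so inhibitors raise well fluorescence; 0% = enzyme with DMSO and 100% = DMSO without enzyme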
Starred values were filed as active, the others as inactive; x = not tested or not shown. A portion of the library; count on the stated rates, not on these rows.

SMILES	PHOSPHO1 inh	FID counter	HCV NS3 hel inh	IDE act	SUMO HTRF inh	IMP-1 inh	MEKK3 PB1 HTS	p-CIP stab down	VIM-2 inhibitor
COc1cccc(CNC(=O)N2CCN(c3ccccc3)CC2)c1	10	-16	-1	-1	9	-3.5	96	-10	0.1
COc1ccc2[nH]c(CN3CCN(CC=C(C)C)C(CCO)C3)c(C)c2c1 (stereo not given)	14	2	5	2	-5	-1.0	99	8	0.1
O=C1CC(N2CCN(c3ccc(O)cc3)CC2)C(=O)N1c1ccc2c(c1)OCO2 (stereo not given)	30	-6	6	4	16	-4.2	103	17	0.9
O=S(=O)(O)c1ccc(N=NNc2ccc(Br)cc2)cc1	20	-17	21	5	10	-1.6	103	6	-4.3
C/C(=N\Nc1nc(Nc2ccccc2)nc(N2CCOCC2)n1)c1cccs1	25	-19	4	3	-12	-2.7	109	-36	-3.2
CCC1CCCCN1C(=O)c1ccc(OC2CCN(C(=O)CCOC)CC2)cc1 (stereo not given)	26	-52	15	-1	-6	-2.0	99	-4	-0.9
CN(C)/C=C/C(=O)c1ccc(-c2ccc(Cl)cc2Cl)o1	-3	-14	15	-1	19	-2.4	112	-5	2.0
CCCCN(C(=O)NCCCCCCNC(=O)N(CCCC)C1CCS(=O)(=O)C1)C1CCS(=O)(=O)C1 (stereo not given)	40	-63	4	3	2	-2.6	95	-1	-5.9
CCOC(=O)Cn1c(=O)oc2cc(S(=O)(=O)NCCCc3ccccc3)ccc21	-14	-19	-9	0	7	0.1	106	1	-2.8
Cc1ccnc(NS(=O)(=O)c2cccs2)c1	10	-1	-9	-1	29	-1.3	102	-3	-2.6
CCOC(=O)c1cc(C(=O)c2cc(F)ccc2O)coc1=N	12	-2	1	4	20	-5.8	x	-6	-3.1
COc1ccc(/C=C2/C(=O)N(c3cccc(F)c3)N=C2C)c(OC)c1	3	-1	-1	4	7	-3.0	99	-17	0.0
Cc1cccc(N(C(=O)Cc2cccs2)C(C(=O)NC2CCCC2)c2ccsc2)c1 (stereo not given)	22	-5	-6	5	19	-0.7	108	-14	-0.1
COc1ccc(N2C(=NC(=O)C(C)Oc3ccccc3)SC3CS(=O)(=O)CC32)cc1 (stereo not given)	48	-38	5	0	6	-0.1	97	-12	0.2
CC(=O)/C(=N/Nc1ccccc1Cl)Sc1nnc(C(O)c2ccccc2)n1-c1ccccc1 (stereo not given)	12	-10	-7	3	-1	-2.0	131	-5	-2.4
COc1ccc(C(CC(=O)O)NC(=O)c2cccs2)cc1 (stereo not given)	18	7	-3	4	-8	-0.4	100	-1	0.7
CN1CCN(c2ccc([N+](=O)[O-])cc2NC(=O)c2cccs2)CC1	28	24	22	-4	17	-1.4	101	-14	-2.3
CCC(=O)NC(=S)Nc1ccc(NC(=O)c2cccc([N+](=O)[O-])c2C)cc1	-9	-8	1	-5	4	-1.8	100	3	-3.5
CCc1cccc(NC(=O)CN(c2ccc(C)cc2)S(=O)(=O)c2c(C)noc2C)c1	22	-32	-17	6	-13	-0.4	103	-14	-1.0
OCC1(CCOc2ccccc2)CCN(Cc2ccncc2)CC1	x	-5	1	5	0	-3.1	106	-18	-2.7
O=C(COc1ccccc1Br)NCCc1nc2ccccc2[nH]1	-5	-5	9	3	0	-3.8	108	-9	-4.3
Cn1ncc(Br)c1C(=O)NCc1cccs1	-29	-2	-6	-2	-14	-1.9	76	-1	-0.5
O=C1CC(NNC(=O)c2cccc(F)c2)C(=O)N1 (stereo not given)	4	-5	4	0	-9	-1.8	96	4	-0.4
CCOC(=O)C1CCN(S(=O)(=O)c2ccc3c(ccn3C)c2)CC1	12	-24	6	-1	7	-2.6	98	-9	-1.0
CS(=O)(=O)c1cnc(-c2ccccc2)nc1Oc1ccc(Cl)cc1	14	-3	4	6	3	-1.9	99	1	-0.6
Next entries.
SMILES	PHOSPHO1 inh	FID counter	HCV NS3 hel inh	IDE act	SUMO HTRF inh	IMP-1 inh	MEKK3 PB1 HTS	p-CIP stab down	VIM-2 inhibitor
Cc1ccc(CNc2ccc(O)cc2)cc1	20	-4	2	3	33	-4.5	x	-8	-3.0
CCN(CC(=O)Nc1ccc2c(c1)OCCO2)c1ccc(S(=O)(=O)N2CCOCC2)cn1	-13	-12	-11	-3	-6	-2.5	95	-2	0.3
COc1ccc2nc(-n3c(O)c(C4=c5ccccc5=NC4=O)[nH]c3=S)sc2c1	-24	-6	24	5	-11	-5.4	93	-1	-5.1
COc1ccc(NC(=O)C2(c3ccc(NC(=O)c4ccc(OC)cc4)cc3)CCCC2)cc1	14	-2	-3	1	13	-3.6	96	3	-2.7
COC(=O)c1sccc1Oc1ccc(F)cc1[N+](=O)[O-]	0	2	-5	-8	1	1.0	106	-4	-4.6
O=C(CC1NCCc2ccccc21)Nc1ccccc1 (stereo not given)	-86	-2	15	3	10	-2.1	111	-12	-0.9
CCCCn1c(SCC(=O)Nc2nccs2)nc2ccccc2c1=O	19	-4	0	2	23	-2.2	99	-6	0.8
Cc1ccc(C(=O)Oc2coc(CSc3nnc(NC(=O)C4CC4)s3)cc2=O)cc1	-12	-6	6	7	-3	-4.3	101	-5	-1.4
CC(=O)C1=C(O)C(=O)N(c2ccc(Br)cc2)C1c1ccccc1[N+](=O)[O-] (stereo not given)	39	1	3	-3	-1	-2.0	111	-13	-0.4
COc1ccc(C(c2nnnn2CC2CCCO2)N2CCC(C(N)=O)CC2)cc1 (stereo not given)	-1	-3	6	3	10	-1.6	98	-6	0.0
C/C(CC(=O)Nc1cc(Cl)ccc1Cl)=N\NC(=O)COc1cccc(C)c1	28	-23	0	2	-8	-0.7	104	-4	-1.3
CCC(C)N(C(=O)c1csnn1)C(C(=O)NCc1ccc(F)cc1)c1ccccc1 (stereo not given)	36	-31	3	-2	2	-4.0	96	-4	-0.8
CS(=O)(=O)N1CCCC(C(=O)c2cccc(Cl)c2)C1 (stereo not given)	26	-4	-6	-3	28	-3.6	89	-6	-1.2
C=C(C)c1cccc(C(C)(C)NC(=O)Nc2nncs2)c1	28	-12	1	-2	15	-1.9	99	-8	-0.3
CC(C)(Oc1ccc(Cl)cc1)C(=O)NCc1ccncc1	0	2	1	-6	0	-2.0	101	4	-3.1
CN1C(=O)c2ccccc2N(C)C1c1ccc(F)cc1 (stereo not given)	24	-5	2	2	10	-2.5	98	1	-1.7
O=C1Cc2cc(S(=O)(=O)N3CCN(c4ccccc4)CC3)ccc2N1	-130	-9	-13	2	10	-1.6	102	-10	-3.9
O=C(CCC(=O)N1CCOc2ccccc21)N1CCOCC1	20	-11	10	4	-4	1.2	99	0	0.4
CCOC(=O)C1CCN(C(=O)c2ccc(NC(=O)C3CCCO3)cc2)CC1 (stereo not given)	9	-15	3	-3	18	0.8	93	-10	-0.7
CC1(C)CC(=O)C(C=NCCO)=C(O)C1	-4	-1	4	-1	-17	-3.4	86	8	-3.1
CCOC(=O)NCc1ccc2[nH]c(C)cc2c1	15	-11	-4	10	8	-3.8	92	0	-2.7
O=C1CC(c2ccc(S(=O)(=O)N3CCCCC3)cc2)CN1 (stereo not given)	22	-4	0	4	-8	-6.5	104	-4	-1.3
C/C(CC(=O)Nc1ccccc1C#N)=N\NC(=O)c1ccncc1	19	-12	1	5	4	-0.9	99	7	-5.7
COc1ccc(CN(C2CCCC2)S(=O)(=O)c2ccc(-n3cnnn3)c(OC)c2)cc1OC	17	-12	-3	7	0	-2.1	96	-5	-0.4
CC1(C)CC(=O)/C(=C\c2cccc([N+](=O)[O-])c2)C(C)(C)N1	-10	5	-17	-2	3	-1.2	132*	-16	0.3

One compound at a time, from the list above. Order of values: PHOSPHO1 inh | FID counter | HCV NS3 hel inh | IDE act | SUMO HTRF inh | IMP-1 inh | MEKK3 PB1 HTS | p-CIP stab down | VIM-2 inhibitor
COc1ccc(CN(C2CCCC2)S(=O)(=O)c2ccc(-n3cnnn3)c(OC)c2)cc1OC as listed: 17 | -12 | -3 | 7 | 0 | -2.1 | 96 | -5 | -0.4
CC(C)(Oc1ccc(Cl)cc1)C(=O)NCc1ccncc1 as listed: 0 | 2 | 1 | -6 | 0 | -2.0 | 101 | 4 | -3.1

(next part)
SMILES	PHOSPHO1 inh	FID counter	HCV NS3 hel inh	IDE act	SUMO HTRF inh	IMP-1 inh	MEKK3 PB1 HTS	p-CIP stab down	VIM-2 inhibitor
COc1ccc(C2=NN(C(=O)CSc3nc4ccccc4s3)C(c3ccc(F)cc3)C2)cc1 (stereo not given)	-3	1	20	0	0	0.6	86	-2	1.2
CN(Cc1ccccc1)S(=O)(=O)c1ccc2c(c1)n(C)c(=O)c(=O)n2C	28	-7	15	7	2	-3.8	130*	0	-4.4
CCCC(C)C(=O)Nc1nc(C)c(-c2csc(Nc3ccccc3OC)n2)s1 (stereo not given)	74*	-5	20	-2	10	-4.7	98	-2	-1.8
CSCC[C@H](NC(=O)c1ccc2c(c1)OCO2)c1nnc2ccccn12	51	-15	5	7	-11	0.8	98	0	0.5
Cc1ccc(NS(=O)(=O)c2ccc(-c3coc(C)n3)cc2)c(C)c1	-4	-32	-8	-5	-9	-6.3	105	1	-3.3
CS(=O)(=O)c1cccc(C(=O)NCc2ccc(F)cc2)c1	12	-2	3	3	14	-2.5	105	-13	-4.2
COC(=O)Nc1ccc(S(=O)(=O)NNC(=O)c2c(O)c3ccccc3n(C)c2=O)cc1	34	-4	10	0	5	-5.9	107	-12	-3.7
Cc1ccc(NC(=O)CSc2ccc(-c3ccco3)nn2)cc1	11	-7	2	5	9	-1.1	104	0	-2.2
COc1ccc(CCNC(=O)c2nonc2N)cc1	-17	3	2	3	10	-2.5	107	2	-0.9
COCCCn1c(SCC(=O)Nc2sc3c(c2C#N)CCCC3)nnc1-c1ccncc1	-10	-42	2	-1	-8	4.0	91	-5	1.3
COc1cc(C(=O)N2CCC(N3CCCCCC3)CC2)cc(OC)c1OC	x	9	-4	-6	x	-2.1	100	x	-2.0
CSc1ccc(CNC(=O)C2CCC(=O)N(Cc3cccc(F)c3)C2)cc1 (stereo not given)	32	-37	-5	-1	-4	-2.1	99	-3	-1.7
O=C(Cc1ccccc1)N[C@@H](Cc1ccc(O)cc1)C(=O)O	26	x	x	x	-1	x	94	-2	x
COc1cccc(/C=N/NC(=O)c2cccc(N3CCCC3=O)c2)c1	19	-23	-4	0	-5	-2.8	102	-11	-1.8
COc1ccccc1NC(=O)Nc1ccccc1SC	37	-5	3	4	-1	-2.2	98	-12	-1.6
CC(C)c1ccc(S(=O)(=O)/N=C2/C=CC(=O)c3ccccc32)cc1	-32	-6	22	x	95	-0.8	104	2	0.7
CCc1ccc(NC(=O)CCC(=O)Nc2nnc(C(C)C)s2)cc1	34	-18	11	3	0	1.5	101	2	-2.6
Cc1ccc(Nc2nc(N)c([N+](=O)[O-])c(NCc3ccco3)n2)cc1C	-21	9	-105	0	-24	-0.5	102	0	1.7
Cc1ccccc1C(=O)NNC(=O)c1ccncc1	30	-5	-8	-1	8	-2.9	97	-4	-1.2

Entries listed above shown as hits in PHOSPHO1 inh.
molecule	PHOSPHO1 inh	HCV NS3 hel inh	IDE act	SUMO HTRF inh	IMP-1 inh	MEKK3 PB1 HTS	p-CIP stab down	VIM-2 inhibitor
CCCC(C)C(=O)Nc1nc(C)c(-c2csc(Nc3ccccc3OC)n2)s1 (stereo not given)	74*	20	-2	10	-4.7	98	-2	-1.8

Screens: PubChem, several laboratories
